TAG inh: triacylglycerol accumulation inhibition; H9c2 cells, Nile Red lipid (TAG) fluorescence; cells loaded with 200 µM oleic acid; inhibition, % at 12.5 µM; hit rate 0.66% among 230,000; AID 651582;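 active = pattern-corrected inhibition of lipid staining of at least 50% with the nuclear-stain viability signal not falling by more than 50%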;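 also: 0% = DMSO wells and 100% = triacsin C control wells; some results filed as inactive read as strong as hits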
TAG inh DAPI viability: also measured in TAG inh; calls as there; DAPI nuclei signal change (viability), lower = more cytotoxic, %;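 whole-well DAPI fluorescence read on a plate reader as a viability signal; minus 50 percent equals half of cells still viable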
* = called active by the depositor; i = inactive.

SMILES	TAG inh	TAG inh DAPI viability
COc1ccc(CCNC(=O)Cn2nnc(-c3ccc(OC)c(OC)c3)n2)cc1OC	24	-1
CCc1nc2ccc(C(=O)NCCCN3CCCC3=O)cn2c1N(CC)CCN(C)C	18	-20
COc1cc(C(=O)OCC(=O)NCc2ccco2)cc(OC)c1OC	-13	6
CCOc1ncccc1C(=O)OCC(=O)Nc1ccc(C(N)=O)cc1	6	-2
CC(C)(C)OC(=O)NCCC(=O)N/N=C/c1cccc2nccnc12	7	1
COc1ccc(-c2nc3cnccn3c2NC(C)(C)CC(C)(C)C)cc1O	-12	29
N#C/C(=N/Nc1ccccc1[N+](=O)[O-])C(N)=S	7	-1
COc1ccc(C(C)(C)C)cc1NC(=O)C1C2C=CC(C2)C1C(=O)O (stereo not given)	-16	22
O=C(CCS(=O)(=O)c1ccccc1)Nc1nc2c(s1)CCCC2	11	-4
COc1ccc2cc(C(C)C(=O)O)ccc2c1 (stereo not given)	-9	-1
Cc1cc(C)n(-c2ccc(C(=O)OCC(=O)N(CC(C)C)C3CCS(=O)(=O)C3)cc2)n1 (stereo not given)	20	-18
O=C(Cc1cccs1)N(Cc1ccco1)C1(C(=O)NC2CCCC2)CCCCC1	6	-1
Cc1cccc(Oc2ccccc2NC(=O)c2cnccn2)c1	-1	-1
CCN(CC)CCN1CNC(=S)N(c2ccccc2OC)C1	26	5
FC(F)Oc1ccc(NC(=S)N2CCc3ccccc32)cc1	-1	-2
O=C(NC12CC3CC(CC(C3)C1)C2)N1CCN(c2ncccn2)CC1	17	-4
CCC(=O)NC(c1ccco1)c1cc(Br)c2cccnc2c1O (stereo not given)	-5	-1
COC(=O)c1cccnc1SCc1ccccc1	-21	3
O=C(COc1nncc2ccccc12)NCC(F)(F)F	-5	7
COc1ccccc1OCc1nc(C#N)c(NCc2ccco2)o1	2	-3
CC(C)c1ccc(NC(=S)N2CCCC2)cc1	12	-11
CC1CC(C)CN(S(=O)(=O)c2ccc(NC(=O)CN3C(=O)NC(C)(c4ccccc4)C3=O)cc2)C1 (stereo not given)	12	-5
Cc1cc(Nc2ccccc2C(=O)O)n2ncnc2n1	9	-5
OC(c1cc(F)cc(Cl)c1)c1ncc(-c2ccc(Cl)cc2)[nH]1 (stereo not given)	-9	4
CCOc1ccc(-n2cc(C(=O)Nc3cccc(Cl)c3)c3cc(OC)c(OC)cc3c2=O)cc1	33	-1

5 entries already listed, ordered by length of the SMILES, largest number first:
SMILES	TAG inh	TAG inh DAPI viability
CCOc1ccc(-n2cc(C(=O)Nc3cccc(Cl)c3)c3cc(OC)c(OC)cc3c2=O)cc1	33	-1
CC(C)(C)OC(=O)NCCC(=O)N/N=C/c1cccc2nccnc12	7	1
COc1cc(C(=O)OCC(=O)NCc2ccco2)cc(OC)c1OC	-13	6
N#C/C(=N/Nc1ccccc1[N+](=O)[O-])C(N)=S	7	-1
COc1ccccc1OCc1nc(C#N)c(NCc2ccco2)o1	2	-3

Remaining list, next part:
SMILES	TAG inh	TAG inh DAPI viability
FC(F)(F)c1cccc(Cc2noc(CN3CCSCC3)n2)c1	-2	9
CN(CC(=O)Nc1ccc(Cl)cc1)C(=O)Cn1[nH]c(=O)c2ccccc2c1=O	8	4
O=C(NCCN1CCOCC1)c1cc2c(=O)n3ccccc3nc2n1Cc1ccccc1	16	172
CCOc1ccccc1Nc1ccnc2cc(Cl)ccc12	-26	10
COc1ccc(NC(=O)NNC(=O)COc2ccc(Cl)cc2C)cc1OC	7	-4
CCc1ccc(C(=O)Nc2ccc3c(c2)n(C)c(=O)n3C)cc1	18	2
COc1ccc(OCC(=O)NNC(=S)NC(=O)c2ccc(Br)o2)cc1	7	-6
CC(=O)Nc1ccc(S(=O)(=O)N(C)CC(=O)OCC(=O)N2CCc3ccccc32)cc1	10	-3
CS(=O)(=O)c1cccc(C(=O)OCC(=O)NCc2cccs2)c1	3	-5
CCOc1ccc(S(=O)(=O)NCCC(=O)NCCCSc2ccccc2)cc1	4	-1
CC1CCN(C(=O)C(=O)c2cn(CC(=O)N3CCCC3)c3ccccc23)CC1	21	-2
Cc1cc(C)nc(NNC2=CC(=O)CC(C)(C)C2)n1	3	3
c1ccc(COC(CN2CCCCCC2)CN2CCCCCC2)cc1	21	0
COc1ccc(C)cc1NC(=S)N1CCN(c2ncccn2)CC1	-14	8
C[C@@H]1CN([C@@H](C)CO)C(=O)CCCn2nncc2CO[C@H]1CN(C)Cc1ccc(Cl)c(Cl)c1	7	-7
COc1ccc(-n2c(Cc3cccn3C)nnc2SCC(=O)NCc2ccco2)cc1	21	-6
CC(=O)Nc1ccc(N2S(=O)(=O)c3ccccc3S2(=O)=O)cc1	9	-7
CCCCCC(=O)N1C[C@H](n2cc(C3CC3)nn2)[C@@H](O)C[C@@H]1c1ccccc1	5	4
O=C(COC(=O)c1cccnc1Nc1cccc(C(F)(F)F)c1)NCc1ccc2c(c1)OCO2	10	-7
CCOC(=O)N1CCN(CC(=O)Nc2ccc(F)cc2)CC1	23	-8
OC1(C(F)(F)F)CC(O)(C(F)(F)F)n2nc(-c3ccccc3)cc2N1 (stereo not given)	-9	10
CNC(=O)c1nc[nH]c1C(=O)NC	-5	9
O=C(COc1ccc(Cl)cc1)NNC(=O)c1ccccn1	1	3
O=C(CSC(=S)N1CCOCC1)Nc1ncc2c(n1)CC(c1ccco1)CC2=O (stereo not given)	5	-5
COc1cc(C(=S)N2CCOCC2)ccc1OC(=O)c1cc([N+](=O)[O-])c(C)c([N+](=O)[O-])c1	2	-7

Reformatted: entries from further up
Values run as follows: TAG inh, TAG inh DAPI viability
CC1CCN(C(=O)C(=O)c2cn(CC(=O)N3CCCC3)c3ccccc23)CC1
→ 21, -2
Cc1cc(C)nc(NNC2=CC(=O)CC(C)(C)C2)n1
→ 3, 3
c1ccc(COC(CN2CCCCCC2)CN2CCCCCC2)cc1
→ 21, 0

Single records (already shown). Order of values: TAG inh, TAG inh DAPI viability
CC(=O)Nc1ccc(N2S(=O)(=O)c3ccccc3S2(=O)=O)cc1 is entered as 9, -7
CNC(=O)c1nc[nH]c1C(=O)NC is entered as -5, 9
CC(=O)Nc1ccc(S(=O)(=O)N(C)CC(=O)OCC(=O)N2CCc3ccccc32)cc1 is entered as 10, -3
CS(=O)(=O)c1cccc(C(=O)OCC(=O)NCc2cccs2)c1 is entered as 3, -5
Cc1cc(C)nc(NNC2=CC(=O)CC(C)(C)C2)n1 is entered as 3, 3

Other records
SMILES	TAG inh	TAG inh DAPI viability
COc1cc2c(cc1OC)C(C)N(C(=O)C1COc3ccccc3O1)CC2 (stereo not given)	-27	2
CSc1nc(C)cc(Oc2ccc(OCCOc3ccccc3)nn2)n1	4	-4
CCC(=Cc1ccccc1OC)c1ccncc1	-19	7
O=S(=O)(NCC1CCCO1)c1ccc(-c2ccc(S(=O)(=O)NCC3CCCO3)cc2)cc1 (stereo not given)	-38	-2
COc1cc(C(=O)NCC(c2ccco2)N2CCc3ccccc3C2)cc(OC)c1OC (stereo not given)	-18	-5
O=C1CCN(S(=O)(=O)c2cccs2)c2ccc(C(F)(F)F)cc2N1	-5	-3
NC(Cc1ccccc1)C(O)(c1ccccc1)c1ccccc1 (stereo not given)	-2	17
Cc1[nH]nc(NCCO)c1[N+](=O)[O-]	9	-4
COc1cccc(CNC(=O)COC(=O)CCc2cc(OC)c(OC)c(OC)c2)c1	-15	32
CCOC(=O)C1(CC2CCCCO2)CCN(S(=O)(=O)c2ccsc2)CC1 (stereo not given)	-6	-2
COc1ccccc1/C=c1\sc2nc(-c3ccco3)nn2c1=O	0	2
Cc1cc(S(=O)(=O)N(Cc2cccs2)Cc2ccccc2F)ccc1-n1cnnn1	-22	-4
CCc1nc(N2CCN(C(C)=O)CC2)c2c3c(sc2n1)CC(C(C)(C)C)CC3 (stereo not given)	26	-8
C[C@H]1CC[C@@]2(O[C@H](CCO)C[C@H](O)[C@H]2O)O1	-10	-3
Nc1cc(S(=O)(=O)N2CCOCC2)ccc1N1CCCCC1	5	7
N/C(=N/OC(=O)c1ccccc1F)c1nonc1N	12	-4
O=C(CCn1c(=O)[nH]c2ccsc2c1=O)NCc1ccc(F)cc1	2	0
CCS(=O)(=O)N1Cc2ccccc2CC1C(=O)NC(C)C12CC3CC(CC(C3)C1)C2 (stereo not given)	18	-2
O=C(/C=C/c1ccccc1Cl)Nc1ccncc1	13	2
Cc1ccc(N=Nc2ccc(O)c3ncccc23)cc1	87*	-29*
O=C(c1ccccc1)c1ccc(OCCCN2CCCCC2)cc1	30	-4
O=c1[nH]cnc2nc(-c3ccccc3)c(-c3ccccc3)nc12	12	-1
O=C(NN=C1CCCC1)c1[nH]c2ccc(Cl)cc2c1-c1ccccc1	-18	-2
CSc1ccc(/C=C/C(=O)OCC(=O)NC2CC2)cc1	2	-3
O=C(NC1CCCCC1)N(Cc1nc2ccccc2c(=O)[nH]1)C1CCCCC1	4	9

Fetched by structure from the list above, three records:
SMILES	TAG inh	TAG inh DAPI viability
CCC(=Cc1ccccc1OC)c1ccncc1	-19	7
CC1CCN(C(=O)C(=O)c2cn(CC(=O)N3CCCC3)c3ccccc23)CC1	21	-2
O=C(Cc1cccs1)N(Cc1ccco1)C1(C(=O)NC2CCCC2)CCCCC1	6	-1

The results go on:
SMILES	TAG inh	TAG inh DAPI viability
C1CCCCCC(=NNc2nn[nH]n2)CCCCC1	6	3
O=C(NCC(c1cccs1)N1CCc2ccccc21)c1ccccc1 (stereo not given)	-6	5
CC(C(=O)N1CCN(Cc2ccccc2)CC1)c1ccc([N+](=O)[O-])cc1 (stereo not given)	-7	-1
O=C(CCCCn1c(=O)c2ccccc2n(Cc2ccc(F)cc2Cl)c1=O)NCc1ccco1	-4	-7
COc1cc(NC(=O)c2cccnc2)c(Cl)cc1NC(=O)c1ccccc1	8	2
COc1ccc(/C=C\C(=O)NCC(=O)N/N=C/c2ccc(O)cc2O)cc1	9	-7
FC(F)(F)c1ccccc1-n1ccnc1	2	-5
COc1ccc(-c2nc3c(c(=O)[nH]c(=O)n3Cc3ccccc3)n2C)cc1	4	48
CC(C)/C=N/Nc1nc2c(c(=O)n(C)c(=O)n2C)n1C	4	-3
O=C(NC(=S)Nc1ccc(S(=O)(=O)Nc2nccs2)cc1)c1ccccc1F	-2	1
CCN(CC)C(=O)C(=O)N/N=C/c1cccc(Br)c1	2	-7
CC12CCC(C(=O)N3CCN(C(c4ccccc4)c4ccccc4)CC3)(OC1=O)C2(C)C (stereo not given)	-19	-1
Cc1cccc(NC(=O)CCC(=O)Nc2nnc(C(F)(F)F)s2)c1	-6	3
COc1ccc(C(=O)Nc2cccc(C(=O)O)c2)cc1S(=O)(=O)N1CCCC1	11	i
Cc1nc(SCC#N)c2c(C)c(C)sc2n1	-9	-12
COc1ccc(CCNC2=C(Cl)C(=O)N(CCc3ccc(OC)c(OC)c3)C2=O)cc1OC	-19	6
O=C(O)C1CC=C(Cl)CC1C(=O)NCc1ccccc1 (stereo not given)	10	-3
O=C(Nc1nc2ccc(Cl)cc2s1)c1ccc(Br)o1	-10	7
Cc1ccnc(N2CCC(C(=O)Nc3ccc4c(c3)OCCO4)CC2)n1	7	0
CCN(C(=O)CN1C(=O)c2ccc([N+](=O)[O-])cc2C1=O)C1CCS(=O)(=O)C1 (stereo not given)	-8	-2
Cc1cc(C(=O)NC2Cc3ccccc3C2)c(C)o1	4	0

This is a subset; rates above refer to the full screens.
